TWEAK-Fn14 inh – TWEAK-Fn14 signaling inhibition; hit rate 2% among 360,000; inhibition, % at 10 µM; TWEAK-stimulated Fn14 reporter cells, luciferase luminescence, 8 h; in the data active = inhibition above about 50%
Exocytosis inh – lytic granule exocytosis inhibition; TALL-104 LAMP-1 surface exposure, flow cytometry; cells stimulated with thapsigargin and PMA; inhibition, % at 10 µM; hit rate 0.66% among 360,000; AID 651702;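 active = inhibition above about 55%, limit read from the data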
NOD2 RIPK2 PPI – inhibitors of human NOD2-RIPK2 interaction. CHO BLA complementation NOD2-RIPK2, CCF4 ratio. O43353. hit rate 0.38% among 360,000. inhibition, % at 4.98 µM; in the data active = inhibition above about 21%;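 note: 0% = vehicle only and 100% = reference blocker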
NCOA2 inhibitor – human SRC2 (NCOA2) inhibition | Q15596 | HEK293 GAL4-SRC2 luciferase reporter, luminescence | inhibition, % at 9 µM | hit rate 0.17% among 370,000 | AID 651957;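 active = inhibition above the mean inhibition of all tested compounds plus 3 SD, set per campaign, cut at about 52% in these data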;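 note: 0% = DMSO treated cells and 100% = cells given Gossypol at 36 µM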
NCOA1 inh – inhibits human SRC1 coactivator. HEK293 GAL4-SRC1 luciferase reporter, luminescence. inhibition, % at 3.6 µM. hit rate 0.12% among 360,000;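 active = inhibition above the campaign mean plus 3 SD, with each screening campaign given its own cutoff, cut at about 60% in these data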;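 note: 0% = DMSO treated cells and 100% = gossypol at 36 µM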
Target sequence (Q15788 whole entry, looked up, the tested form may be a part): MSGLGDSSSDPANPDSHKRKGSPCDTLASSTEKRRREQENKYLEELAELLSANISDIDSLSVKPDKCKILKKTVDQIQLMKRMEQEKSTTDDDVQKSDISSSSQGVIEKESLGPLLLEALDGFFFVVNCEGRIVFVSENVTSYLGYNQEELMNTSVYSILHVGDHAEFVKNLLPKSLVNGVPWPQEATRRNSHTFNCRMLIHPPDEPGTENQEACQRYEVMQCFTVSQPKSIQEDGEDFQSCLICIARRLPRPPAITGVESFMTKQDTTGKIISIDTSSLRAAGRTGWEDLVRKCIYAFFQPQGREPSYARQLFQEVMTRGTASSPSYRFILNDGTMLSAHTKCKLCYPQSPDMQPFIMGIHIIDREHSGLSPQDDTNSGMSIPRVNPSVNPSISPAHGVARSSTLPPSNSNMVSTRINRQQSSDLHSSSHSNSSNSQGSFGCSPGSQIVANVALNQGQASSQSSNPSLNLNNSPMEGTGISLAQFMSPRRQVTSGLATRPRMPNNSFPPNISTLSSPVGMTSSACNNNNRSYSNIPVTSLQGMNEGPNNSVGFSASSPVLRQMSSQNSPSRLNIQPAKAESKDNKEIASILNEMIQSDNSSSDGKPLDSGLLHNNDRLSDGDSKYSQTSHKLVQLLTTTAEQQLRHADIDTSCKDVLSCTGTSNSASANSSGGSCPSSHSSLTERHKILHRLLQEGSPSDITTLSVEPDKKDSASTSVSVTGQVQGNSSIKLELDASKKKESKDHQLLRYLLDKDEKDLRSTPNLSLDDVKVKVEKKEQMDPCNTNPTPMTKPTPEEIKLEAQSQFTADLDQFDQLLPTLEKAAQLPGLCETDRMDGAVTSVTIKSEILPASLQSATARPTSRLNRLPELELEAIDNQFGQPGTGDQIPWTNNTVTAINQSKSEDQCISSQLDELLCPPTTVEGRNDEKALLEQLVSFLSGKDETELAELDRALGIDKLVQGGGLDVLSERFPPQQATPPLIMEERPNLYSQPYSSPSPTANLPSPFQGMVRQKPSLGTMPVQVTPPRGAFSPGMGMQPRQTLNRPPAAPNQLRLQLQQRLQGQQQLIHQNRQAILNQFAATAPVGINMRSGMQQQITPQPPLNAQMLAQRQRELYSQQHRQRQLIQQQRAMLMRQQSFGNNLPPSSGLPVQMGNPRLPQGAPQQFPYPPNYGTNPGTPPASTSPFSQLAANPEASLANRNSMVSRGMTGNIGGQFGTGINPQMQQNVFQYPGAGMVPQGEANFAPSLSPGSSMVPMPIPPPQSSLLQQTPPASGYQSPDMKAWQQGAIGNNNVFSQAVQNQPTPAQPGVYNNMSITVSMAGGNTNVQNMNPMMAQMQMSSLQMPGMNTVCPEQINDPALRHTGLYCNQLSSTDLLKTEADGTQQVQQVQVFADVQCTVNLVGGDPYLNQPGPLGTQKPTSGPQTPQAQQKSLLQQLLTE
ABHD5-PLIN5 inh – blocks binding of human ABHD5 to perilipin-5. Q00G26+Q8WTS1. hit rate 0.78% among 360,000. inhibition, % at 4 µM. AID 602281. Split G. princeps luciferase complementation, luminescence, 4 h;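 active = inhibition above the mean inhibition across every tested compound plus 3 SD, cut at about 22% in these data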;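 note: 0% = DMSO only wells and the 100% control is not disclosed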
TROY signal inh – inhibitors of TROY-dependent NF-kB signaling; Q293 LMP1-TROYcd NF-kB luciferase reporter, 4 h; hit rate 0.98% among 360,000; AID 1347056; inhibition, % at 10 µM;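 active = compounds whose plate-normalised and pattern-corrected inhibition of the luciferase reporter signal at the single screening dose is 50% or more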
NR5A2 inv ag – NR5A2 inverse agonism in reporter assay; HEK293T StAR-luciferase reporter, LRH-1 transfected, 24 h; inhibition, % at 3.6 µM; hit rate 0.13% among 360,000;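 active = inhibition above the mean inhibition of all tested compounds plus 3 SD, cut at about 73% in these data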;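 note: 0% = DMSO wells and 100% = reporter-only cells lacking LRH-1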
NCOA3 inh – inhibitors of human steroid receptor coactivator 3 (SRC3) | HEK293 GAL4-SRC3 luciferase reporter, luminescence | inhibition, % at 3.6 µM | hit rate 0.17% among 360,000 | AID 588352;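 active = inhibition above a per-campaign cutoff, the mean of all compounds plus 3 SD, cut at about 60% in these data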;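 note: 0% = DMSO-treated cells and 100% = gossypol-treated cells at 36 µM; higher means less SRC3-driven luciferase light from the GAL4 reporter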
COUP-TFII inh – NR2F2 (human) inhibition, primary screen; P24468; HEK293T NGFI-A luciferase reporter, luminescence; inhibition, % at 8.6 µM; hit rate 0.7% among 370,000;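 active = inhibition above a per-plate cutoff, mean inhibition of test wells between control levels plus 3 SD, cut at about 38% in these data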;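 note: cells cotransfected with COUP-TFII expression vector driving the NGFI-A reporter; 0% = median of COUP-TF2 test wells and 100% = reporter-only cells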
TLR9-MyD88 block – blocks human TLR9 binding to MyD88 | CHO BLA complementation TLR9-MyD88, CCF4 FRET ratio | inhibition, % at 4.98 µM | hit rate 0.21% among 340,000;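 active = inhibition above the mean over all tested compounds plus 3 SD, cut at about 21% in these data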;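 note: 0% = DMSO only wells and 100% = clavulanate BLA inhibitor control wells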
Starred values were filed as active, the others as inactive; . = not tested or not shown. Some of the compounds tested; count on the stated rates, not on these rows.

SMILES	TWEAK-Fn14 inh	Exocytosis inh	NOD2 RIPK2 PPI	NCOA2 inhibitor	NCOA1 inh	ABHD5-PLIN5 inh	TROY signal inh	NR5A2 inv ag	NCOA3 inh	COUP-TFII inh	TLR9-MyD88 block
COCCN(C(=O)CNC(=O)c1ccco1)C(C(=O)NC1CCCC1)c1cccs1 (stereo not given)	2	0	10	-26	-14	-5	13	0	-3	0	-2
CCc1cccc(OCC(O)Cn2c(N3CCCCC3)nc3c2c(=O)[nH]c(=O)n3C)c1 (stereo not given)	5	4	-2	4	6	0	23	-3	-7	28	-7
C[C@@H](O)C1NC(=O)[C@H](CCCCN)NC(=O)c2cc([N+](=O)[O-])cc(I)c2OCC[C@@H](C(N)=O)NC1=O (stereo not given in full)	3	20	2	2	5	0	5	-25	16	18	-1
CCNC(=O)C12CCC(C)(c3nc4cc(C)c(C)cc4nc31)C2(C)C (stereo not given)	-10	5	-1	0	9	-2	-21	14	19	18	2
Nc1ccc(SCc2nc3cccc4c3n2CCC4)cc1	-23	-6	-3	-39	-54	-11	-52	-43	-28	-12	-10
Cc1nc2ccc(C(=O)N3c4ccccc4N=C(c4ccc(C(F)(F)F)cc4)C3C(=O)NC(C)(C)C)cc2[nH]1 (stereo not given)	.	-5	6	-40	.	-10	.	13	.	-26	.
COc1ccc(NC(C)=O)cc1CNC(=O)COc1ccccc1C(=O)Nc1cccc(C)c1C	2	-2	7	-3	5	4	-9	4	2	2	-7
Cc1cc(Br)c(NC(=O)c2ccccc2[N+](=O)[O-])cc1C	15	-2	-5	2	12	-2	1	8	23	3	-5
CCN=C1SC(CC(=O)Nc2ccc(C(F)(F)F)cc2)C(=O)N1CC (stereo not given)	-11	3	-4	-6	-5	-6	-12	-18	-15	6	3
Clc1ccc(-c2cnc3ccccc3n2)cc1	-18	-6	-1	-68	-68	-4	-50	-88	-61	-41	2
O=C(O)CCCC(=O)N1CCN(c2ncccn2)CC1	8	-2	-12	-50	4	-3	-22	-8	21	3	.
O=C(Nc1ccc(N2CCN(C(=O)c3ccc(Cl)cc3)CC2)cc1)c1ccc(Br)o1	-5	-3	-11	-20	-27	9	19	8	-6	4	-2
O=C1CN(C(=O)COC(=O)c2ccc(Cl)cc2)c2ccccc2N1	1	-1	-1	-13	0	10	-16	24	1	-33	-6
CC(=O)c1cccc(NC(=O)C2CC(=O)N(c3ccc4c(c3)OCCO4)C2)c1 (stereo not given)	4	-2	-5	-29	-1	-7	-2	-4	19	23	-9
CCN(CC)Cc1c(C(=O)N/N=C/c2cccnc2)nnn1-c1nonc1N	19	5	-3	-6	-28	1	-1	9	-13	-26	-3
COc1ccc(C2=C(SC)CC2=NC(C)(C)C)cc1	-18	3	-3	-37	-14	0	-21	-11	-13	-13	4
Cc1ccc2ccc[n+](Cc3ccccc3)c2c1	10	-4	-9	14	16	3	4	18	-10	10	8
COCCn1c(SCC(=O)c2c(N)n(C3CC3)c(=O)[nH]c2=O)nc2ccccc21	7	1	3	23	6	-2	14	19	9	-24	-6
Cc1ccc(-n2nc3c(c2NC(=O)CC(C)C)CS(=O)(=O)C3)c(C)c1	0	-1	5	-45	19	-13	14	2	12	13	9
CCNc1nc(SC)nc(N(C#N)CC(=O)OC)n1	39	5	-3	-3	-19	1	4	3	1	1	3
Cc1ccc2[nH]c(C)c(/C=C/c3cc[n+](C)cc3)c2c1	33	-13	11	-10	13	9	28	54	16	41*	0
Cc1ccccc1NS(=O)(=O)c1ccc(C)c(NS(C)(=O)=O)c1C	6	-2	10	14	10	-2	24	-9	-4	-1	-1
NS(=O)(=O)c1ccc(CCNC(=O)CNCCc2ccc(C(F)(F)F)cc2)cc1	-13	8	-8	13	1	10	13	11	16	-8	-4
Cc1ccc(C(=O)Nc2c(-c3ccccc3)[nH][nH]c2=O)cc1	.	-4	-3	-35	.	-35	.	-1	.	-5	.
Cc1cccc(Oc2ccc3c(c2)cc(C(=O)O)n3C)c1	15	-11	-6	17	9	3	-22	14	-7	8	4
CCc1ccc(C(O)c2ncc(-c3ccccc3C(F)(F)F)[nH]2)cc1 (stereo not given)	6	-3	11	-6	-5	-1	-16	-4	-4	5	.
CC1(c2ccccc2)NC(=O)N(CC(=O)Nc2nc(-c3ccccn3)cs2)C1=O (stereo not given)	8	-3	-5	-41	3	-3	-17	13	2	12	1
CCn1c(C)cc(C(=O)COC(=O)c2cccnc2SC)c1C	0	1	1	-50	-139	-8	-12	-75	-111	-53	6
COC(=O)c1ccc(Cn2cnc3c(cnn3-c3ccc(Cl)cc3)c2=O)o1	5	0	8	5	9	-1	16	-9	-8	-1	1
CCCCN=C1CC(C)(C)CC(=O)/C1=C(/O)CCC	-16	12	-5	-15	16	6	-6	-15	-5	-6	4
COc1ccc(Nc2nc3ccccc3n2C)cc1	-19	-11	0	-99	-70	-2	-26	-86	-99	-27	1
O=C(CN1C(=O)c2ccccc2C1=O)NCC1CCCO1 (stereo not given)	14	7	3	0	-79	-3	9	-2	-4	11	-1
O=C(CSc1nnc(COc2ccc(Cl)cc2)o1)NC1CC2CCC1C2 (stereo not given)	8	12	-11	9	15	1	-44	18	3	-14	0
Clc1ccccc1OCCn1cnc2ccccc21	-30	0	5	-12	-40	4	-65	-31	-17	-32	-3
COc1ccc(C2=NOC(Cn3nc(C(=O)NCc4ccc(OC(F)(F)F)cc4)cc3-c3ccccc3)C2)cc1 (stereo not given)	32	-10	-3	-4	-1	-5	12	13	-19	10	-4
O=C(COc1cc(O)c2c(=O)cc(-c3ccccc3)oc2c1)c1cccc([N+](=O)[O-])c1	-32	-4	1	6	-13	4	6	-10	-6	11	-9
COc1ccc(C(=O)NC(=S)Nc2cccc3cc(O)ccc23)cc1OC	25	5	-7	6	-56	-4	42	-11	-15	2	-4
CCOc1cc2[nH]c(=O)n(Cc3ccc(C(=O)NCCCN4CCC(C)CC4)cc3)c(=O)c2cc1OCC	-31	-2	1	-63	-14	4	15	-3	12	-20	-8
CC(C)C[C@H](N)C(=O)N1CCC(C(=O)N[C@H](C(=O)NCc2ccc(F)cc2)C(C)C)CC1	-3	-5	1	-5	2	-2	-4	0	1	7	-8
CS(=O)(=O)N(CC(=O)N1CCCCC1)Cc1ccccc1	-2	-6	4	-17	2	3	17	16	-7	-4	-2
CNC(=O)c1c(NC(=O)c2ccco2)sc2c1CCC2	-9	-3	3	-28	10	1	-14	-16	0	12	5
Cn1cc(CCC(=O)N2CCCC(N3CCN(c4ccccc4F)CC3)C2)cn1 (stereo not given)	-11	5	-2	-17	-24	4	-3	11	5	-8	-2
Cc1ccc(NC(=S)/C(=C(\[O-])c2ccc(F)cc2)[n+]2ccccc2)cc1	44	-1	1	-33	-52	-5	24	-33	-44	-48	3
NC(=O)CSc1nnc(-c2ccccc2Br)n1-c1cccc(C(F)(F)F)c1	-1	1	5	7	15	-2	1	5	25	-2	2
CC(SCCc1ccccn1)C(=O)O (stereo not given)	8	0	-6	-14	11	3	2	5	5	-9	-6
COc1ccc([C@@H]2CC=C(C(=O)O)[C@H](c3ccc(Cl)cc3)N2S(=O)(=O)c2ccc(C)cc2)cc1OC	23	-7	-12	17	-8	-4	-24	12	6	-6	-3
COc1cccc(NC(=O)c2ccco2)c1	-16	2	-8	-50	-88	3	-48	-30	-39	-28	2
CCC(C)(C)C1CCc2[nH]nc(C(=O)NCc3ccccn3)c2C1 (stereo not given)	-15	-1	8	11	6	7	-4	-16	-6	-10	-6
COCc1cc(/C=N\NC(=O)Cc2ccc(Cl)cc2)ccc1OC	-15	-2	-9	-6	7	0	-13	11	15	14	-3
COc1ccc(C(CC(=O)O)N2Cc3ccccc3C2=O)cc1OC (stereo not given)	-2	-4	0	-12	-9	4	8	-17	16	-1	17
CC(=O)c1cccc(NC(=O)N2CCCC2C(=O)Nc2c(C)cccc2C)c1 (stereo not given)	1	-2	1	-1	1	2	-8	4	9	2	2
CC(C)CN(C(=O)COC(=O)CSc1ccccc1F)c1c(N)n(Cc2ccccc2)c(=O)[nH]c1=O	8	1	-4	-3	-5	6	24	-15	0	-12	-10
COc1ccc(C(=S)N2CCOCC2)cc1OC(=O)c1ccc([N+](=O)[O-])cc1[N+](=O)[O-]	100*	-8	-12	8	-7	2	44	12	4	-11	-6
CCCN(CCC)c1nc2c(C)cccn2c(=O)c1/C=C1/SC(=S)N(Cc2ccco2)C1=O	-14	57*	2	.	6	10	18	-2	6	.	3
O=C(COC(=O)CCc1ccccc1)Nc1ccccc1OC(F)F	-21	-7	4	6	4	-4	-4	3	13	3	-1
CC(C)[C@H](NC(=O)c1ccco1)C(=O)OCC(=O)N1CCc2ccccc21	-17	1	4	-21	-18	3	-38	-13	4	-10	8
CC(=O)Nc1ccc(S(=O)(=O)NCCC(=O)NCCc2ccc(F)cc2)cc1	11	-3	-2	-7	-5	2	-3	20	18	-2	-3
COc1ccccc1C(=O)NNC(=O)c1cccc(Cl)c1	37	-6	8	-51	-79	-1	-5	-210	-76	-47	-7
COc1ccc2[nH]c3c(c2c1)CCN1C(=O)C(CC(=O)NCc2cccc(C(F)(F)F)c2)C[C@H](C(=O)N2CCCCC2)[C@@]31C (stereo not given in full)	11	1	-1	3	5	-2	8	11	-5	7	-2
CN(CCc1ccccc1)C(=O)c1cccc(NC(=O)Cc2cccc(NC(=O)C3CCCN(C(=O)C4CCCCC4)C3)c2)c1 (stereo not given)	6	0	-16	2	5	-2	33	7	-16	0	-8
Next section.
SMILES	TWEAK-Fn14 inh	Exocytosis inh	NOD2 RIPK2 PPI	NCOA2 inhibitor	NCOA1 inh	ABHD5-PLIN5 inh	TROY signal inh	NR5A2 inv ag	NCOA3 inh	COUP-TFII inh	TLR9-MyD88 block
COc1ccc(CCNC(=O)c2ccc(CN3CCC(Cc4ccccc4)CC3)cc2)cc1	-20	-3	1	6	14	11	-2	-1	5	8	0
CC(=O)c1cccc(NC(=O)C2=CC(c3cccs3)=NS(=O)(=O)N2C)c1	-1	3	6	-6	-10	-1	-10	2	1	-7	-9
O=C(COC(=O)Cc1ccc(F)cc1)NC1CCS(=O)(=O)C1 (stereo not given)	13	1	7	10	-15	17	-4	-12	-17	9	2
O=C(CN1C(=O)COc2ccccc21)Nc1ccc(N2CCOCC2)cc1	-13	-4	-1	19	-16	-3	5	17	-1	-1	-4
CCOC(=O)C1CCN(C(=O)c2cc(CN3C(=O)c4ccccc4C3=O)ccc2OCC)CC1	-13	1	-1	23	-1	2	-9	-11	5	-3	6
O=C(CCc1nc2ccccc2c(=O)[nH]1)OCCOc1ccc(Cl)cc1	7	8	-5	-32	-16	8	29	-14	9	-5	-2
COc1ccc(CNC(=O)Cc2ccc(NC(=O)C3=C(C)OCCS3)cc2)cc1	-10	5	0	-66	-98	-5	-24	-54	-65	-55	2

A draw from above in order of molecular weight, falling:
SMILES	TWEAK-Fn14 inh	Exocytosis inh	NOD2 RIPK2 PPI	NCOA2 inhibitor	NCOA1 inh	ABHD5-PLIN5 inh	TROY signal inh	NR5A2 inv ag	NCOA3 inh	COUP-TFII inh	TLR9-MyD88 block
COc1ccc(CCNC(=O)c2ccc(CN3CCC(Cc4ccccc4)CC3)cc2)cc1	-20	-3	1	6	14	11	-2	-1	5	8	0
O=C(CCc1nc2ccccc2c(=O)[nH]1)OCCOc1ccc(Cl)cc1	7	8	-5	-32	-16	8	29	-14	9	-5	-2
O=C(CN1C(=O)COc2ccccc21)Nc1ccc(N2CCOCC2)cc1	-13	-4	-1	19	-16	-3	5	17	-1	-1	-4

From PubChem
